# Luc counter = Counterscreen for Luciferase (Kinase-Glo TM) Inhibition; Luciferin 4-monooxygenase (Photuris pensylvanica), Q27757; Kinase-Glo luciferase, ATP luminescence, 8 min; Potency, µM (series often up to 38.3 µM), without a hit: at the top dose activity change, negative = inhibition, hits mostly inhibitors; 200,000 compounds, 0.28% hits; AID 1379, 2008; also: potency is read from the fitted curve at half-maximal effect; % is scaled to controls: 0 for no effect and ±100 for the full control effect; nearly all actives have a fitted effect of over 60% in size
#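 Compounds were added to a substrate mix at pH 7.2 (50 mM imidazole, 10 uM ATP, within the enzyme's linear range), followed by Kinase-Glo detection reagent; luminescence was measured after 8 minutes at ambient temperature.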
# aGal spleen mod = qHTS Assay for Inhibitors and Activators of Human alpha-Galactosidase From Spleen Homogenate; 240,000 compounds, 0.008% hits; human spleen homogenate, 4MU-alpha-Gal fluorescence, 40 min; AID 2107, 2009; Potency, µM (titrated, usually from 80 µM), inactives show at the top dose activity change, negative = inhibition, actives largely listed as inhibitors; Alpha-galactosidase A (Homo sapiens), P06280;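 also: potency is read from the fitted curve at half-maximal effect; 0% = enzyme with vehicle and -100% = no enzyme basal signal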
# Target sequence (P06280 32-429 limits assumed): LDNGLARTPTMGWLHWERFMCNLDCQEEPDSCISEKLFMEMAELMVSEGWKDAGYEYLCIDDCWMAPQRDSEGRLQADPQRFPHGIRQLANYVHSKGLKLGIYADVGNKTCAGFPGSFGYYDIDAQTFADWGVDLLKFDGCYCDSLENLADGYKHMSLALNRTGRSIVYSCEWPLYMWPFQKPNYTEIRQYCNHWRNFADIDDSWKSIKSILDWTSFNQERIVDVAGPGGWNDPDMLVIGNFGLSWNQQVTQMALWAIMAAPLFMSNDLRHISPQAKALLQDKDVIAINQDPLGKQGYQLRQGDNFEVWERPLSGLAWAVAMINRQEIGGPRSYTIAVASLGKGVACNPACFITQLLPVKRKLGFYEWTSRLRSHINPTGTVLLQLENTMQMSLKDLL
#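 Human spleen homogenate (1 ug) as enzyme source, 4-methylumbelliferyl-alpha-D-galactopyranoside 1 mM final, citrate/phosphate pH 5.0 with 0.01% Tween-20. Compounds 40 min at 37C, NaOH/glycine stop; fluorescence Ex 365/Em 440, Hill-fit AC50.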
# IMPase Li cell = qHTS Assay for Identifying the Cell-Membrane Permeable IMPase Inhibitors: Potentiation with Lithium; Potency, µM (doses to about 59.4 µM), for the others: at the top dose activity, negative = IMPase inhibition, most hits filed as inhibitors; 210,000 compounds, 0.35% hits; AID 1457, 2008; CHO-M1 cells, IP1 TR-FRET (IP-One), carbachol + lithium;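 also: IP1 builds up when IMPase is blocked and the TR-FRET signal falls; potency is read from the fitted curve at half-maximal effect; plate controls were basal vehicle for no effect and high inhibitor control for full effect; nearly all actives have a fitted effect of over 50% in size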
#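 CHO cells stably expressing M1 receptor (2000/well, cultured 16–30 h) treated 30 min at 37C with compound plus low lithium. Cytosolic IP1 by TR-FRET (665/620 ratio and 620 channel) after 10 min lysis; AC50 by Hill fit.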
# Epigenetic reg = Quantitative High-Throughput Screen for Regulators of Epigenetic Control; murine LDR cells, GFP reporter derepression, 30 h; Potency, µM (highest dose often 53.9 µM), for inactives: top-dose GFP activation, most hits filed as activators; AID 1865, 2009; 280,000 compounds, 0.2% hits; also: potency is read from the fitted curve at half-maximal effect; % of control where 0% means no effect; nearly all actives have a fitted effect of over 60% in size
#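 Readout is the number of GFP-expressing murine LDR cells, counted by cytometry following washing. Cells were treated with compound for 30 h at 37 C; the stably integrated CMV-GFP locus is normally silent.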
# CBFb-RUNX1 inh = qHTS Assay for Compounds Blocking the Interaction Between CBF-beta and RUNX1 for the Treatment of Acute Myeloid Leukemia. Runt-related transcription factor 1 (Homo sapiens) + Core-binding factor subunit beta …. AlphaScreen CBFb-His/RUNX1-biotin binding, biochemical. Potency, µM (series often up to 59.8 µM), for inactives: at the top dose activity, negative = inhibition, most hits filed as inhibitors. 230,000 tested, under 10 active. AID 1477, 2009; also: % of control where 0% means no effect
#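 Proteins preincubated together for 20 min at RT before compound addition; 15 min later, nickel and streptavidin beads were added and left 90 min prior to AlphaScreen measurement.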
# LMNA splice mod = qHTS Assay for Modulators of Lamin A Splicing; Potency, µM (titrated, usually from 46.1 µM), for the others: at the highest dose ratio change, negative = inhibition, usual class: inhibitors; AID 1487, 2009; 200,000 compounds, 0.01% hits; HeLa LMNA splicing GFP/RFP minigene ratio, 48 h; active = well fitted inhibition curve with a large enough effect in the signal ratio, with a control signal flat, not every such curve was filed as active; inconclusive = small, poorly fitted or top-dose-only effect, or effect the other way, or a change in a side signal; the % refers to the signal ratio; also: potency is read from the fitted curve at half-maximal effect; % is scaled to controls: 0 for no effect and ±100 for the full control effect
#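 S3 HeLa cells stably expressing lamin A-EGFP splicing minigene plus DsRed2, 600 cells/well, 48 h compound exposure at 37C. Laser-scanning cytometry; analysed as GFP (500-530 nm)/RFP (575-640 nm) total intensity ratio; 0.5% DMSO vehicle.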
# NPSR antagonist = qHTS Assay for Antagonists of the Neuropeptide S Receptor: cAMP Signal Transduction. Q6W5P4. Potency, µM (highest dose often 38.3 µM), for the others: at the top dose activity change, negative = inhibition, hits mostly inhibitors. CHO-NPSR cells, cAMP TR-FRET, antagonist mode. 220,000 compounds, 1% hits; also: potency is read from the fitted curve at half-maximal effect; % is scaled to controls: 0 for no effect and ±100 for the full control effect; nearly all actives have a fitted effect of over 50% in size; many of its hits are not listed in these tables
# Target sequence (Q6W5P4 whole entry, looked up): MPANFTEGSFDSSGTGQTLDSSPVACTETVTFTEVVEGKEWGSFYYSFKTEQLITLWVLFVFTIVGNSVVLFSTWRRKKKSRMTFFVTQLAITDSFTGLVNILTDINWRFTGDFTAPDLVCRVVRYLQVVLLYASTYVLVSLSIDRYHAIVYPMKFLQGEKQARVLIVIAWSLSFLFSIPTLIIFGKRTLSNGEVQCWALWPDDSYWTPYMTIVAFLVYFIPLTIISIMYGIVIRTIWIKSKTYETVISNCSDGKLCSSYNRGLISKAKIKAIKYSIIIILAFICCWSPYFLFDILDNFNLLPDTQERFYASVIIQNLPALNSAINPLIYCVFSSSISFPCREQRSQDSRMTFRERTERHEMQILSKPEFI
# An asterisk follows results filed as active; ? = inconclusive; . = not tested or not shown; & = joins results of further samples; [ ] = remark or other dose. Unless noted, calls follow the shape of the dose curve; as a rule, active = well fitted curve in the direction sought with a large enough effect; inconclusive = small, poorly fitted or top-dose-only effect, or another doubt; inactive = no such curve, though single readings can be large; an effect the other way counts as inactive or inconclusive.
SMILES	aGal spleen mod	IMPase Li cell	CBFb-RUNX1 inh	Epigenetic reg	Luc counter	NPSR antagonist	LMNA splice mod
CCC(C)(C)n1nnnc1C(c1ccc(C)cc1)N1CCC(C)CC1 (stereo not given)	-2%	11%[38.3 µM]	6%	-4.5%	-2%	?	2%
CC(Oc1ccccc1Cl)C(=O)/C=C/N(C)C (stereo not given)	9%	-2%[38.3 µM]	1%	-0.1%	-1%	-11%[46.1 µM]	-4%
CCCCC(O)(C(NC=O)C(=O)OC)C(F)(F)F (stereo not given)	0%	5%	8%	-0.9%	0%	9%[46.1 µM]	-4%
Cc1nn(Cc2ccc(Cl)cc2Cl)c(C)c1NC(=O)Cn1nc([N+](=O)[O-])c(Cl)c1C	6%	3%[38.3 µM]	5%	-0.7%	2%	-10%[46.1 µM]	0%
CCCn1c(SCC(=O)Nc2cc(S(=O)(=O)N3CCOCC3)ccc2Cl)n[nH]c1=O	3%	-2%	1%	0.0%	-5%	14%	?
CCOC(=O)C1(CC2CCCCO2)CCN(Cc2ccccc2-c2ccco2)CC1 (stereo not given)	4%	19%	14%	0.0%	-2%	50%	?
C[C@H](NC(=O)N1CCc2nc(COc3ccccc3)c3c(c2C1)CO[C@@H](C)C3)c1ccccc1	4%[17.5 µM]	7%	5%[13.1 µM]	.	-2%[7.66 µM]	.	?
COc1cc(C(F)(F)F)c(C(=O)N(C)Cc2ccc(Cl)c(Cl)c2)cn1	0%	.	13%	2.9%	.	28%	.
COC(=O)c1cc(-c2ccc(C)o2)nc2ccccc12	?	-9%	13%	?	-1%	-16%	?
O=C(NCc1ccncc1)C(=O)N/N=C/c1cccnc1	0%	-1%	3%	0.0%	1%	-2%	-3%[46 µM]
O=C(COC(=O)c1ccccc1NS(=O)(=O)c1cc([N+](=O)[O-])ccc1Cl)c1ccccc1	5%	5%	3%	-1.9%[10.1 µM]	3%	9%	-14%[9.22 µM]
COc1ccc(OCCSc2nnc(C)n2-c2ccccc2)cc1	-15%	8%	1%	-1.2%	-2%	-1%[46.1 µM]	-8%
Nc1nc(SCC(=O)Nc2ccc(OCc3ccccc3)cc2)n[nH]1	-3%	.	2%	-1.4%	.	6%[7.67 µM]	.
COCCCNC(=O)c1c(N)n(-c2ccccc2)c2nc3ccccc3nc12	?	.	?	5.6%	.	-30%	.
Cc1ccccc1CSc1n[nH]c(NS(=O)(=O)c2ccccc2)n1	-6%	39%[activator][38.3 µM]	4%	0.6%	4%	?	-2%
CCN(CC)C(=O)CC(c1ccc(F)cc1)c1ccc(OC)cc1 (stereo not given)	-10%	2%	0%	0.0%	0%	-7%	-7%
O=C(CSc1nc(-c2ccccc2)c(-c2ccccc2)o1)N1CCOCC1	8%	10%[38.3 µM]	-7%	5.1%	-1%	-24%[46.1 µM]	4%
NC1=NC[C@H](Cc2ccccc2)N1CCc1cc(C(F)(F)F)cc(C(F)(F)F)c1	-11%	.	6%	8.8%	.	-42%	.
Cc1sc2nc(C(C)C)oc(=O)c2c1C	10%	11%[38.3 µM]	4%	-0.1%	-5%	-3%[46.1 µM]	-3%
Cn1c(CNS(=O)(=O)c2ccc(Cl)cc2)n[nH]c1=S	14%	-4%[38.3 µM]	1%	-1.1%	-1%	1%[46.1 µM]	0%
CC(C)(C)NC(=O)COC(=O)/C=C/c1ccc(F)cc1	1%	24%	-4%	7.4%	2%	18%	-12%
COc1ccc(Cc2nc(N)nc(N)n2)cc1	-7%	3%	10%	-1.2%	-1%	-1%[46.1 µM]	?
CC(C)C[C@H](CO)Nc1nc(Nc2cccc(Cl)c2)c2ncn(C(C)C)c2n1	12%	.	7%	1.6%	.	?	.
COc1ccc2c(c1)-c1nc(/N=C/c3cccc(OC)c3O)sc1CC2	5%	-1%	8%	-0.1%	-4%	-10%	-16%
COc1cc([N+](=O)[O-])ccc1NC(=O)Cc1ccc(F)cc1	-2%	9%	-9%	0.9%	3%	-4%	12%
Cc1cccc(C)c1NC(=O)CSc1nnc([C@H](C)NC(=O)OC(C)(C)C)o1	9%	7%[38.3 µM]	-1%	-0.7%	-5%	0%[46.1 µM]	-4%
O=C(CCN1C(=O)S/C(=C\c2ccccc2)C1=O)Nc1ccc(S(=O)(=O)Nc2nccs2)cc1	0%	6%[38.3 µM]	-8%	-1.1%	-1%	-19%[46.1 µM]	5%
CCC(C)c1ccc2oc(-c3ccc(NC(=O)Cn4cnc5c(=O)n(C)c(=O)n(C)c54)cc3)nc2c1 (stereo not given)	5%	-30%[38.3 µM]	3%	0.0%	2%	-7%[46.1 µM]	12%
COc1cc(/C=C2\SC(=S)N(N(C)c3ccccc3)C2=O)ccc1O	10%	.	?	?	.	56%	.
CCCCNC(=O)c1ccc(CS(=O)(=O)c2cccc(C(F)(F)F)c2)o1	-8%	-17%[38.3 µM]	-1%	0.0%	-5%	-9%[46.1 µM]	?

# Part of the list above in a different format:
> O=C(COC(=O)c1ccccc1NS(=O)(=O)c1cc([N+](=O)[O-])ccc1Cl)c1ccccc1
  aGal spleen mod: 5%
  IMPase Li cell: 5%
  CBFb-RUNX1 inh: 3%
  Epigenetic reg: -1.9%[10.1 µM]
  Luc counter: 3%
  NPSR antagonist: 9%
  LMNA splice mod: -14%[9.22 µM]
> COc1ccc(OCCSc2nnc(C)n2-c2ccccc2)cc1
  aGal spleen mod: -15%
  IMPase Li cell: 8%
  CBFb-RUNX1 inh: 1%
  Epigenetic reg: -1.2%
  Luc counter: -2%
  NPSR antagonist: -1%[46.1 µM]
  LMNA splice mod: -8%

# Back to the main list with the 2 entries that preceded the break.
SMILES	aGal spleen mod	IMPase Li cell	CBFb-RUNX1 inh	Epigenetic reg	Luc counter	NPSR antagonist	LMNA splice mod
COc1cc(/C=C2\SC(=S)N(N(C)c3ccccc3)C2=O)ccc1O	10%	.	?	?	.	56%	.
CCCCNC(=O)c1ccc(CS(=O)(=O)c2cccc(C(F)(F)F)c2)o1	-8%	-17%[38.3 µM]	-1%	0.0%	-5%	-9%[46.1 µM]	?
COc1ccc2c(C)cc(=O)oc2c1C	-2%	-4%[38.3 µM]	1%	-7.8%	0%	2%[46.1 µM]	-3%
CCCCC(=O)NC(=S)Nc1ccc(NC(=O)C(C)C)c(OC)c1	3%	8%	1%	-5.8%	-1%	4%	?
CCOC(=O)c1sc(/N=C/c2ccc(O)cc2O)cc1C	-4%	-4%	-15%	3.0%	-10%	7%	-17%
CCOC(=O)c1c(NC(=O)CSc2nc3ccccc3c(=O)n2-c2ccccc2)sc(C(C)=O)c1C	0%	19%	-2%	0.9%	1%	?	6%
CCOC(=O)c1ccc(CNC(=O)CSc2nnnn2-c2ccc(Cl)cc2)o1	2%	2%[38.3 µM]	-7%	-1.1%	-1%	-27%[46.1 µM]	8%
CCC(CC)NCC(O)COc1ccc(Br)cc1 (stereo not given)	7%	3%	13%	-6.9%	1%	11%	.
COc1ccc(C(=O)C2C3C4COC(O4)C(=O)C3C3C=Cc4ccccc4N32)c(OC)c1 (stereo not given)	0%	130%[activator]	-26%[21.7 µM]	0.5%	-30%	.	.
Cc1c(CN2CCC(CO)(Cc3ccccc3)CC2)c2ccccc2n1C	8%	18%	-2%	-2.7%	-2%	-26%	.
O=C1C2C3C=CC(C3)C2C(=O)N1Cc1ccccc1 (stereo not given)	-3%	16%[38.3 µM]	9%	5.4%	-2%	1%[46.1 µM]	11%
COc1ccccc1NC(=O)c1cc(Br)ccc1Cl	-1%	3%	1%	2.7%	-1%	2%	.
CCCC(=O)Nc1c(C(=O)OCC)[nH]c2ccccc12	1%	32%[38.3 µM]	8%	-0.8%	-5%	-15%[46.1 µM]	-12%
CCOc1ccc(-c2ccc(/C=C3/C(=N)N4C=CSC4=NC3=O)o2)c([N+](=O)[O-])c1	3%	-3%	-8%	3.2%	0%	-4%	-11%
C/C(=N/OC(=O)c1ccccc1)c1oc(C)nc1C	5%	.	9%	0.9%	.	-20%	.
CCCCCCCCCCCCCCCCOP(=O)([O-])OCC[N+](C)(C)C	6%	15%	2%	-1.3%	-4%	.	?
CCOC(=O)C1=C(CSc2nc3c(cc2C#N)CN(C)CC3)OC(N)=C(C#N)C1c1ccc(Cl)cc1 (stereo not given)	2%	4%[38.3 µM]	-27%	-2.3%	-5%	-19%[46.1 µM]	8%
O=C(O)/C=C/C(=O)NCc1ccccn1	-5%	-1%	-7%	0.3%	0%	19%	.
CN1CCN(c2nnc(-c3cccs3)c3ccccc23)CC1	2%	9%	-9%	0.0%	4%	-4%	-10%[46 µM]
Cc1ccc(C2C(=O)N(C3CCC(C)CC3)CC(=O)N2C2CCCC2)cc1 (stereo not given)	-1%	20%[38.3 µM]	3%	1.3%&0.0%	-3%	?	?
Cc1nn(Cc2ccc(Cl)cc2)c(C)c1NC(=O)CCCn1nc([N+](=O)[O-])c(Cl)c1C	-1%	14%	-2%	-1.0%	5%	-22%	?
O=C1C2C3C=CC(C3)C2C(=O)N1CCN1CCN(Cc2ccc([N+](=O)[O-])cc2)CC1 (stereo not given)	-6%	6%	-3%	-1.2%	2%	15%	.
CC(=O)c1c(Nc2ccccc2)sc(C(=O)c2ccccc2)c1C	-2%	16%	27%	-2.5%	0%	-38%	?
COc1cc(/C=C/C(=O)O)cc(S(=O)(=O)NC2CC2)c1OC	-3%	-6%	4%	-1.2%	0%	14%	-2%

# Entries of single compounds, quoted from the list.
# COc1ccc(C(=O)C2C3C4COC(O4)C(=O)C3C3C=Cc4ccccc4N32)c(OC)c1 (stereo not given) is listed as aGal spleen mod = 0%; IMPase Li cell = 130%[activator]; CBFb-RUNX1 inh = -26%[21.7 µM]; Epigenetic reg = 0.5%; Luc counter = -30%; NPSR antagonist = .; LMNA splice mod = .
# CCCCC(=O)NC(=S)Nc1ccc(NC(=O)C(C)C)c(OC)c1 is listed as aGal spleen mod = 3%; IMPase Li cell = 8%; CBFb-RUNX1 inh = 1%; Epigenetic reg = -5.8%; Luc counter = -1%; NPSR antagonist = 4%; LMNA splice mod = ?

# Screening results as filed in PubChem BioAssay.

# Not all compounds are listed; count on the stated rates, not on these rows.
